# High-throughput results deposited in PubChem BioAssay by National Center for Advancing Translational Sciences (NCATS).
# IL1B secr inh = inhibitors of inflammasome signaling (IL-1 beta secretion) | 360,000 compounds, 4.7% hits | AID 743279 | THP-1 LPS/ATP IL-1B secretion, AlphaLISA, 16 h; active compounds read low | activity change, % at 57.5 µM; in the data active = activity change below about -50%; inconclusive = mostly about -30% to -49%; also: % is scaled to controls: 0 for no effect and ±100 for the full control effect
#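 Secreted IL-1B measured by AlphaLISA bead assay after 16 h compound exposure of THP-1 cells; compounds (final up to 57.5 uM) added 1 h before LPS (250 ng/mL) and ATP (1.25 mM) stimulation; lower signal means less secretion.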
# KB-V1 MDR tox = KB-V1 MDR subline cytotoxicity | KB-V1 MDR cells viability, CellTiter-Glo, 72 h | Potency, µM (top dose mostly 46.1 µM), inactives show at the top dose activity change, negative = cytotoxicity, hits mostly cytotoxic | 400,000 compounds, 3.4% hits; also: potency is read from the fitted curve at half-maximal effect; % is scaled to controls: 0 for no effect and ±100 for the full control effect; nearly all actives have a fitted effect of over 60% in size
#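 KB-V1 cells (P-gp-expressing MDR subline of KB-3-1) in phenol-red-free DMEM with 10% FBS were exposed to library compounds over a concentration series for 72 h at 37 degrees C. Viability read by CellTiter-Glo luminescence; concentration-effect curves fitted after normalization.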
# HT1080NT lethal = kills 2HG-producing HT-1080-NT fibrosarcoma cells. HT-1080-NT fibrosarcoma viability, CellTiter-Glo ATP luminescence, 48 h. Potency, µM (titrated, usually from 46.1 µM), for the others: at the highest dose activity, negative = less viability, usual class: cytotoxic. 360,000 compounds, 1.6% hits. AID 686970;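 also: NT is the 2HG producing partner of a matched IDH1 knockdown line; potency is read from the fitted curve at half-maximal effect; 0% = DMSO-treated cells and -100% = media-only wells without cells; nearly all actives have a fitted effect of over 55% in size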
#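 HT-1080-NT fibrosarcoma cells (2HG-overproducing), 750 cells/well in RPMI with 5% FBS, dosed after 2 h and incubated 48 h at 37C. CellTiter-Glo luminescence normalized to DMSO and no-cell wells; concentration-response curves fitted and classed.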
# SW480 rereplic = DNA re-replication induction in SW480 cells; 340,000 compounds, 1.8% hits; SW480 DNA re-replication, Hoechst DNA content imaging, 48 h; Potency, µM (highest dose often 46.1 µM), inactives show at the highest dose re-replication activation, actives largely listed as activators; also: potency is read from the fitted curve at half-maximal effect; % of control where 0% means no effect; nearly all actives have a fitted effect of over 55% in size
#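 Image-based read-out: total Hoechst fluorescence of nuclei (405 nm excitation, 500-530 nm emission), with hits raising the fraction of high-intensity nuclei. SW480 colon cells incubated 48 hr with compounds at 37 C.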
# ATXN2 expr inh = ATXN2 expression inhibition; HEK-293 ATXN2-luciferase reporter, luminescence, 24 h; Potency, µM (series often up to 57 µM), for the others: top-dose activity change, negative = inhibition, usual class: inhibitors; 360,000 compounds, 0.72% hits; also: potency is read from the fitted curve at half-maximal effect; % is scaled to controls: 0 for no effect and ±100 for the full control effect; nearly all actives have a fitted effect of over 55% in size
#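 qHTS (up to 57 uM final) was run with 24 h compound exposure of reporter cells at 37 °C. Each well was multiplexed: SteadyGlo luminescence measured ATXN2-luciferase expression after a fluorogenic Gly-Phe-AFC viability readout (25 uM final).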
# MCF10A rereplic = inducers of DNA re-replication in MCF 10A breast cells; Potency, µM (highest dose often 46.1 µM), without a hit: at the highest dose activity, positive = re-replication, hits mostly activators; 350,000 compounds, 2.9% hits; MCF 10A DNA re-replication, Hoechst nuclear intensity, 48 h; AID 624296; also: potency is read from the fitted curve at half-maximal effect; % of control where 0% means no effect; nearly all actives have a fitted effect of over 50% in size
# S2 tox = cell viability loss in ATXN counter-screen; S2 cells (HEK-293 line with an ATXN2-luciferase reporter) viability, CellTiter-Fluor protease fluorescence, 24 h; Potency, µM (titrated, usually from 56.7 µM), hits mostly cytotoxic; 400,000 compounds, 0.49% hits; AID 651635; also: potency is read from the fitted curve at half-maximal effect; nearly all actives have a fitted effect of over 40% in size
# HT1080 IDH1KD tx = HT-1080 IDH1 knockdown cell toxicity (counter line); HT-1080 IDH1 knockdown viability, ATP luminescence, 48 h; Potency, µM (top dose mostly 46.1 µM), without a hit: top-dose activity, negative = toxicity, hits mostly cytotoxic; 360,000 compounds, 2% hits; AID 686971;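 also: potency is read from the fitted curve at half-maximal effect; 0% = DMSO wells and -100% = cell-free medium wells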
#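 Assay cells: HT-1080 with IDH1 knockdown, 750 per well, RPMI/5% FBS. Exposure: 48 h at 37 °C following 2 h pre-incubation. Read: CellTiter-Glo luminescence; fitted concentration-response, curve class assigned.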
# KB-3-1 tox = KB-3-1 parental cell cytotoxicity; 400,000 compounds, 1.4% hits; AID 1347075; Potency, µM (titrated, usually from 46.1 µM), inactives show at the highest dose activity change, negative = cytotoxic, most hits filed as cytotoxic; KB-3-1 viability, CellTiter-Glo ATP luminescence, 72 h; also: potency is read from the fitted curve at half-maximal effect; % is scaled to controls: 0 for no effect and ±100 for the full control effect; nearly all actives have a fitted effect of over 60% in size
#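 Luminescent ATP read-out (CellTiter-Glo) measures survival of drug-naive KB-3-1 cells after 72 h compound exposure at 37 °C. Titration series was screened from lowest to highest concentration, with DMSO vehicle plates as background controls.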
# The depositor's hits bear a star; i = inactive; ? = inconclusive; . = no result given; [ ] = remark or other dose. Unless noted, calls follow the shape of the dose curve; as a rule, active = well fitted curve in the direction sought with a large enough effect; inconclusive = small, poorly fitted or top-dose-only effect, or another doubt; inactive = no such curve, though single readings can be large; an effect the other way counts as inactive or inconclusive. No enrichment for hits; overall some 11% were active at least once.
SMILES,IL1B secr inh,KB-V1 MDR tox,HT1080NT lethal,SW480 rereplic,ATXN2 expr inh,MCF10A rereplic,S2 tox,HT1080 IDH1KD tx,KB-3-1 tox
COc1ccc(NC(=O)Oc2cc(C)ccc2C(C)C)cc1,-16,-1%,-3%,29%,6%,-1%,i,-7%,-25%
CCOC(=O)C1(Cc2cccc(F)c2)CCN(C(=O)c2cscn2)CC1,0,?,-2%,2%,3%,-1%,i,4%,-14%
COc1ccc(NC(=O)CN2C(=O)C3CC=CCC3C2=O)cc1Cl (stereo unspecified),-19,13%,4%,.,.,.,?,-2%,1%
O=S(=O)(c1cccs1)N1CN(Cc2ccccc2)c2nc3ccccc3nc21,?,0%,-11%,1%,3%,0%,i,-12%,-18%
O=C(O)c1nn(CCOc2cccc(Br)c2)c(=O)c2ccccc12,13,7%,3%,-10%,-8%,-2%,i,-12%,-19%
Cc1ccccc1NC(=O)Cc1nc(CCl)cs1,i,7%,13%,5%,1%,14%,i,7%,6%
Cc1nc(-c2cccc(S(=O)(=O)N3CCCCC3)c2)cs1,-89*,-28%,-5%,-6%,-2%,?,i,-3%,?
COc1cccc(CNC(=O)CCc2c(C)nc3c(c2C)c(=O)n(C)c(=O)n3C)c1,.,10%,.,.,-8%,.,i,.,-3%
Cc1ccc(CN(C(=O)COc2ccccc2[N+](=O)[O-])c2ccccn2)o1,.,-6%,.,.,38%[activator],.,i,.,0%
CCOC(=O)N1CCN(S(=O)(=O)c2c(C)nc3scc(C)n3c2=O)CC1,29,23%,2%,-6%,.,5%,.,6%,2%
CNC(=O)C1CCC(Cn2c(=O)c3sccc3n(CC(=O)Nc3cc(F)ccc3F)c2=O)CC1 (stereo unspecified),.,26%,.,.,-4%,.,i,.,-2%
O=C(/C=C/c1ccccc1F)N1CCN(c2ccccn2)CC1,1,2%,23%,-2%,0%,1%,i,1%,6%
Cc1ccccc1N(CC(=O)NCC1CCCO1)C(=O)C1(C)CC(=O)N=C2C=CC=CN21 (stereo unspecified),15,?,13%,-2%,3%,-27%,i,8%,1%
CCCN(CC(=O)Nc1ccccc1C)C(=O)c1cnc(C)cn1,12,6%,-1%,-16%,-4%,1%,i,1%,-2%
Cc1cccc2c1-c1sc(C(=O)NCCCN3CCC(C)CC3)cc1CO2,?,-36%,?,29µM*,?,23µM*,?,?,?
CN(C)c1ccc(S(=O)(=O)NCC(=O)OCC(=O)c2ccc[nH]2)cc1[N+](=O)[O-],10,-4%,9%,-9%,9%,0%,i,7%,-2%
COc1ccc(C(C)=O)cc1CSc1nnc(Nc2ccccc2)s1,-28,8.2µM*,?,1%,?,5%,i,?,?
CCN(CC(=O)NCCCn1ccnc1)S(=O)(=O)c1ccc(C)cc1,-3,-21%,24%,-1%,-7%,3%,i,30%,-5%
Cc1cccc(NC(=O)/C(C#N)=C/c2cccc([N+](=O)[O-])c2)n1,16,7%,6%,?,.,21µM*,i,3%,-2%
CCC(C)NC(=O)c1ccc(COc2ccccc2Cl)cc1 (stereo unspecified),?,21µM*,-10%,2%,-1%,3%,i,-26%,-15%
Cn1cc(C(=O)O)c(-c2ccc3c(c2)OCCCO3)n1,8,5%,-3%,6%,2%,-12%,i,3%,11%
O=[N+]([O-])c1ccc(N2N=C(c3ccco3)CC2c2ccccc2)cc1 (stereo unspecified),-55*,-18%,5%,?,0%,8.2µM*,i,2%,-1%
Cc1ccc(S(=O)(=O)N2CCN(C(=O)Cn3c(=O)cnc4ccccc43)CC2)c(C)c1,-15,-7%,3%,-3%,-10%,-1%,i,-10%,17%
CC(C)(C)CN1CCNC(=O)C1CC(=O)NCCN1CCCc2ccccc21 (stereo unspecified),6,18%,10%,-9%,5%,-33%[inhibitor],i,7%,14%
CC1CCCCN1C(=O)COC(=O)CNC(=O)c1ccc(Cl)cc1Cl (stereo unspecified),13,-8%,10%,-4%,7%,-2%,i,2%,26%
C[C@H]1COc2cc(N3CCN(Cc4ccccc4F)CC3)ccc2S(=O)(=O)N1,0,14%,6%,.,-4%,.,?,0%,-4%
C#CCOc1ccc(Br)cc1/C=N/O,-2,-13%,-12%,-3%,-3%,-10%,i,-3%,-3%
O=C1NC2(CCCCCC2)N=C1c1ccc(F)cc1,-8,-4%,10%,-1%,-13%,10%,?,0%,2%
N=c1ccn(O)cc1CCc1ccccc1,-25,-3%,17%,-5%,5%,-21%,i,6%,0%
CC(=O)N1CCN(S(=O)(=O)c2ccc3c(c2)OCCO3)CC1,-1,-10%,-10%[9.24 µM],-17%,-8%,-4%,i,7%,?
COc1ccccc1Nc1nn2c(=O)c3ccc(C(=O)NCCCOC(C)C)cc3nc2s1,.,0%,.,.,-23%,.,i,.,-6%
CCCn1c(=O)n(CC(=O)NCC2CCCO2)c(=O)c2c3c(sc21)COC(C)(C)C3 (stereo unspecified),3,0%,4%,-7%,57%[activator],-36%,.,2%,9%
COc1ccc(CNC(=O)CSC(=S)N2CCCC2)cc1,-1,7%,-1%,0%,-8%,13%,?,-1%,0%
O=C(O)c1c(-c2ccc(Cl)cc2)cn2ccccc12,1,0%,12%,18µM*,0%,?,?,10%,11%
COc1ccc(Oc2cnn(-c3ccccc3)c(=O)c2Br)cc1,-63*,?,2%,?,0%,11%,i,0%,-15%
Cc1cc(C(=O)NC2CCCc3ccccc32)c(C)o1 (stereo unspecified),-6,-2%,-1%,5%,0%,0%,i,-2%,-3%
O=C(COC(=O)c1ccc2ccccc2n1)Nc1ncc(C(F)(F)F)cc1Cl,9,7%,10%,-12%,-7%,-1%,i,9%,-4%
CCC(C)(C)n1nnnc1C(c1ccc(OC)c(OC)c1)N1CCN(c2ccc(OC)cc2)CC1 (stereo unspecified),-4,?,-4%,1%,6%,-7%,i,-6%,1%
CN(C)S(=O)(=O)N(CC(=O)Nc1ccc(F)c(F)c1)c1ccccc1,0,21µM*,4%,-9%,-12%,3%,i,-6%,1%
Cc1cc(C)n(C(=O)c2ccc(Cn3nc(C)c(Br)c3C)o2)n1,-6,6%,2%,-6%,.,0%,.,1%,5%
CCCC(NC(=O)CCl)c1ccccc1 (stereo unspecified),-92*,0%,?,12%,0%,8%,?,?,0%
CC1CCCCC1NC(=O)c1ccc(NS(=O)(=O)c2ccc3[nH]c(=O)[nH]c3c2)cc1 (stereo unspecified),-3,24%,-6%,-1%,6%,-1%,i,1%,-5%
CC(C)C(C)NC(=O)COc1ccc(S(=O)(=O)N2CCOCC2)cc1[N+](=O)[O-] (stereo unspecified),-3,-1%,15%,-25%,6%,-1%,i,15%,?
Cc1cccc(C)c1Nc1c(-c2ccccc2Cl)nc2cnccn12,.,?,.,.,-23%,.,i,.,-9%
CCOC(=O)c1c(C)nc2c(c1-c1ccccc1)C(=O)CC(C)(C)C2,17,-25%,-7%,-1%,-6%,7%,i,1%,-6%

# Rewritten with values under each structure: entries from further up
# Values run as follows: IL1B secr inh	KB-V1 MDR tox	HT1080NT lethal	SW480 rereplic	ATXN2 expr inh	MCF10A rereplic	S2 tox	HT1080 IDH1KD tx	KB-3-1 tox
- CCC(C)(C)n1nnnc1C(c1ccc(OC)c(OC)c1)N1CCN(c2ccc(OC)cc2)CC1 (stereo unspecified)
 : -4	?	-4%	1%	6%	-7%	i	-6%	1%
- CN(C)S(=O)(=O)N(CC(=O)Nc1ccc(F)c(F)c1)c1ccccc1
 : 0	21µM*	4%	-9%	-12%	3%	i	-6%	1%
- Cc1cc(C)n(C(=O)c2ccc(Cn3nc(C)c(Br)c3C)o2)n1
 : -6	6%	2%	-6%	.	0%	.	1%	5%
- CCCC(NC(=O)CCl)c1ccccc1 (stereo unspecified)
 : -92*	0%	?	12%	0%	8%	?	?	0%
- CC1CCCCC1NC(=O)c1ccc(NS(=O)(=O)c2ccc3[nH]c(=O)[nH]c3c2)cc1 (stereo unspecified)
 : -3	24%	-6%	-1%	6%	-1%	i	1%	-5%
- CC(C)C(C)NC(=O)COc1ccc(S(=O)(=O)N2CCOCC2)cc1[N+](=O)[O-] (stereo unspecified)
 : -3	-1%	15%	-25%	6%	-1%	i	15%	?
- Cc1cccc(C)c1Nc1c(-c2ccccc2Cl)nc2cnccn12
 : .	?	.	.	-23%	.	i	.	-9%
- CCOC(=O)c1c(C)nc2c(c1-c1ccccc1)C(=O)CC(C)(C)C2
 : 17	-25%	-7%	-1%	-6%	7%	i	1%	-6%

# Further records follow:
SMILES,IL1B secr inh,KB-V1 MDR tox,HT1080NT lethal,SW480 rereplic,ATXN2 expr inh,MCF10A rereplic,S2 tox,HT1080 IDH1KD tx,KB-3-1 tox
CCOC(=O)CSc1nnc(CNC(=O)c2ccc(S(=O)(=O)N3CCOCC3)cc2)n1C,9,-3%,-2%,?,-6%,6%,i,20%,3%
Cc1[nH]c2ccccc2c1C(c1ccccn1)c1c(C)[nH]c2ccccc12,41,-2%,-3%,2%,-20%,6%,i,-13%,2%
O=c1c2nnn(Cc3ccc(Cl)cc3)c2ncn1Cc1ccc(F)cc1,-15,?,-1%,14%,3%,13%,i,-22%,9%
COc1ccc(CCNC(=O)CSc2nnc3ccc(-c4ccccn4)nn23)cc1OC,3,0%,13%,-137%[inhibitor],1%,-13%,i,3%,14%
O=C(Nc1ccc(/C=C/c2nc3ccccc3o2)cc1)c1cccc(C(F)(F)F)c1,39,8%,-12%,?,-25%,?,i,-16%,-3%
Cc1ccsc1-c1cc2nc(Nc3ccc(F)cc3)n(C)c(=O)c2s1,-23,-2%,-1%,.,12%,.,i,-11%,0%
Nc1nonc1OCCOCCOCCOc1nonc1N,-3,-2%,11%,21%,-5%,11%,i,1%,-3%
